# MITF primary: MITF inhibitors, primary screen, biochemical, AlphaScreen, human. AlphaScreen MITF homodimerization, bead proximity signal. inhibition, % at 2.6 µM. 650,000 tested, 0.91% active; in the data active = inhibition above about 50%;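 also: 0% = vehicle wells with protein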
# Target sequence (O75030 whole entry, looked up): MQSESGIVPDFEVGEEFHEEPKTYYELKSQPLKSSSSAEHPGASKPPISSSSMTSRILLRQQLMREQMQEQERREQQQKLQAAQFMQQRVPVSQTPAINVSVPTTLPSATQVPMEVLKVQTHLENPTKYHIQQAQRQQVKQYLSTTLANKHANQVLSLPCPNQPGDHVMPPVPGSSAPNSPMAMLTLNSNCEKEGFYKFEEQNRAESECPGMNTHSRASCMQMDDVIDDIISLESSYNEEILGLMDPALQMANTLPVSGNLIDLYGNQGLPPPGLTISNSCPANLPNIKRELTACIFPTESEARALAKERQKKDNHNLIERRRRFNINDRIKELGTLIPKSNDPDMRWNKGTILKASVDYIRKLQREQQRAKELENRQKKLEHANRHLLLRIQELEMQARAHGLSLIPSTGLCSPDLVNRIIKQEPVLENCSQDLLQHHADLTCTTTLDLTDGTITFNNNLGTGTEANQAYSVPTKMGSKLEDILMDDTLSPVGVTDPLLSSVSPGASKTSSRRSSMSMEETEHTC
# TEAD-YAP inh: TEAD-YAP interaction inhibition, primary screen, TEAD-YAP interaction inhibitor project, luminescence, HEK-TIYL cells. 640,000 tested, 1.4% active. inhibition, % at 9.12 µM. TEAD-Gal4/YAP UAS-luciferase luminescence; in the data active = inhibition above about 32%;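 also: 0% = median of test compound wells and 100% = reference inhibitor wells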
# FBW7 activator: FBW7 E3 ligase activators, primary screen, biochemical, AlphaScreen, human | F-box/WD repeat-containing protein 7 (Homo sapiens), Q969H0 | AlphaScreen FBW7–phospho-cyclin E peptide binding, activator screen | normalized activity (activation), % at 26.1 µM | 650,000 tested, 0.13% active | AID 1259310, 2017; in the data active = normalized activity above about 1.9%;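 also: purified mutant Fbw7 with reduced substrate affinity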
# GPR151 ag: activators of human GPR151, primary screen, cell-based, PathHunter beta-arrestin, luminescence. AID 1508602, 2020. PathHunter beta-arrestin GPR151 cells. G-protein coupled receptor 151 (Homo sapiens), Q8TDV0. 650,000 tested, 1% active. activation, % at 11.2 µM; in the data active = activation above about 4.9%;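 also: 0% = median of compound wells and 100% = cells with positive control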
# Target sequence (Q8TDV0 whole entry, looked up): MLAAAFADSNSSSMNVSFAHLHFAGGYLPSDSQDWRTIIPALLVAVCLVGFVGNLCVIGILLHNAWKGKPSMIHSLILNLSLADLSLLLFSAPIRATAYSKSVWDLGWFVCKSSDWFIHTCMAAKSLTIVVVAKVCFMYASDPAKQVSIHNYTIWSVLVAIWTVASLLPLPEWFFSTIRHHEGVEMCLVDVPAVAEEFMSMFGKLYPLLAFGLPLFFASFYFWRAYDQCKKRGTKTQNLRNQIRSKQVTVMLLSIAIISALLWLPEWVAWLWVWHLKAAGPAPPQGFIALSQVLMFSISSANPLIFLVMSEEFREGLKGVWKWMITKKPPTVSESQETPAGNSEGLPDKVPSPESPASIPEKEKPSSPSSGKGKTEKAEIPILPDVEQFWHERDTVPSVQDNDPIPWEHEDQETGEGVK
# * = called active by the depositor.
nr	structure	MITF primary	TEAD-YAP inh	GPR151 ag	FBW7 activator
1	O=C1CCCN2N=C(SCC(=O)Nc3ccc(F)cc3)SC2=N1	12.2	2.7	0.5	-0.1
2	CC(=O)c1cccc(-c2cnc(NCCCc3ccccc3)c3nccn23)c1	8.3	-6.2	0.8	0.3
3	CC(=O)Nc1ccc(C(O)(C(F)(F)F)C(F)(F)F)cc1	-3.7	0.3	0.5	-0.1
4	COC(=O)CSC1=C(C#N)C(c2ccc(F)cc2)CC(=O)N1 (stereo not given)	6.0	2.9	0.8	-0.1
5	CCC(C)NS(=O)(=O)c1cccc(S(=O)(=O)c2cccc(S(=O)(=O)NC(C)CC)c2)c1 (stereo not given)	8.1	0.7	0.4	-0.2
6	c1cc(Nc2ccc3c(c2)OCO3)nc(N2CCC(N3CCOCC3)CC2)n1	-1.6	-10.2	1.2	-0.2
7	COC(=O)C(CO)NC(=O)c1ccccc1 (stereo not given)	-16.0	8.2	-0.5	-0.3
8	COC(=O)C1C(=O)C=C(N2CCOCC2)CC1c1ccccc1 (stereo not given)	3.7	-7.9	-0.8	0.0
9	Cc1cc(C)n(-c2nnc3c4ccccc4n(C)c3n2)n1	12.0	8.8	-4.3	0.7
10	COC(=O)COC(=O)c1ccc(Oc2nc(NC(C)C)nc(NC(C)C)n2)cc1	3.2	-6.7	-0.8	0.2
11	COc1ccc(CC(=O)N2CC(=O)N(CCc3ccccc3)C(=O)C2)cc1OC	8.7	-5.5	-0.8	-0.1
12	CCOc1ccccc1/C=C1/N=C(c2cccc(Cl)c2Cl)OC1=O	15.0	3.2	-0.7	0.1
13	N#Cc1ccc(NC(=O)COC(=O)CCC2CCCCC2)cc1	6.8	8.6	-0.4	0.1
14	Cc1c(C(C)NC(=O)c2csc(-c3cccs3)n2)cnn1-c1ccccn1 (stereo not given)	10.2	1.6	-0.5	0.2
15	O=C(NCc1cccc(C(F)(F)F)c1)c1cnc(Nc2ccccn2)s1	8.0	-2.8	-0.4	0.1
16	COCCN1C(=O)CC(CC(=O)N(C)Cc2cccs2)(c2ccccc2Cl)C1=O (stereo not given)	-6.2	-44.0	-1.7	0.0
17	COc1cc(OC)c(NC(=O)Cc2ccc(Cl)cc2)cc1Cl	2.0	-5.0	0.2	0.0
18	CC(=O)Nc1ccc(O[C@@H]2O[C@H](COC(C)=O)[C@@H](OC(C)=O)[C@H](OC(C)=O)[C@H]2NC(C)=O)cc1	-3.5	2.3	0.6	-0.1
19	O=S(=O)(NCC(c1ccco1)N1CCc2ccccc2C1)c1cccs1 (stereo not given)	9.3	5.5	-1.9	0.1
20	CCCOc1cc([N+](=O)[O-])cc2c1C(=O)Nc1ccccc1O2	2.5	-19.5	-0.4	-0.1
21	O=C(c1ccc(N2CCC(NCCc3ccncc3)CC2)cc1)N1CCCC(O)C1 (stereo not given)	-8.6	-10.3	-0.2	0.1
22	COc1ccc(CN(CCCN(C)C)CCCN(C)C)c(C)c1C	33.9	0.2	0.2	-0.1
23	O=C(/C=C/c1ccco1)C1=C(O)C(=O)N(CCN2CCOCC2)C1c1ccccc1 (stereo not given)	14.5	7.1	-0.2	0.1
24	O=C1c2cc(Cl)c(Cl)cc2C(=O)N1c1cccc(Cl)c1Cl	-0.6	8.4	2.3	0.0
25	CN(CCN1CCOCC1)C(=O)c1cc(COc2ccc(F)cc2Cl)on1	3.2	-4.0	-0.1	0.0
26	CCOc1ccccc1N1CC(C(=O)Nc2ccc(F)cc2)CC1=O (stereo not given)	-1.6	13.0	2.2	-0.2
27	Cc1cccc(NC(=O)c2csc(Nc3ccccc3Br)n2)c1N1CCC2(CC1)OCCO2	0.5	-3.5	2.9	-0.5
28	CCCCOc1cccc(OCCNCCN2CCOCC2)c1	34.6	-3.5	-0.9	-0.2
29	Cc1ccnc(NS(=O)(=O)c2ccc(NC(=O)/C=C/c3ccccc3[N+](=O)[O-])cc2)n1	-2.0	0.6	-0.6	-0.4
30	Cc1[nH]c2ccccc2c1CCNC(=O)/C(=C/c1ccccc1)NC(=O)c1ccccc1Cl	-5.7	20.5	0.3	-0.1
31	CC1CN(CCC(=O)Nc2cccc(Cl)c2)CC(C)O1 (stereo not given)	-4.7	9.7	3.8	-0.1
32	Cc1cc(Cl)ccc1OCC(=O)Nc1ccc(-c2nc3ncccc3o2)cc1	17.0	-12.7	0.8	-0.1
33	Nc1ccc(-c2nc3ccc(N)cc3s2)cc1	1.4	18.4	-9.0	0.2
34	O=C(Cc1ccccc1[N+](=O)[O-])N1CCN(c2cccc(C(F)(F)F)c2)CC1	4.3	16.9	1.9	0.0
35	CC1=NN(c2ccccc2)C(=O)/C1=C/c1cccc(OC2CSC2)c1	2.0	10.0	0.1	0.0
36	C[C@@H](C(=O)OCn1nnc2ccccc2c1=O)N1C(=O)C2CCCCC2C1=O (stereo not given in full)	-13.5	2.3	1.5	0.0
37	C/C(=N/OC(=O)c1ccc(C(C)(C)C)cc1)c1ccncc1	4.4	-0.7	-1.2	-0.4
38	O=C(NCc1ccccn1)c1nnc(Cc2ccc(F)cc2)o1	2.0	-29.1	0.1	-0.4
39	Cc1c(NC(=O)c2ccc(Cl)c(Cl)c2)cccc1-c1nc2ncccc2o1	12.7	-13.6	0.2	0.0
40	CCCCN(C)C(=O)CSc1nc(O)c(CC)c(=O)[nH]1	0.0	-0.6	2.9	-0.3
41	Nc1ccccc1C(=O)N/N=C/c1ccccc1F	7.3	-59.9	0.4	-0.1
42	COc1cc(Nc2nc(Nc3nc4ccccc4n3C)nc3c2ncn3-c2ccccc2)cc(OC)c1OC	-9.5	42.4*	1.7	0.1
43	COc1cc(NC(=O)c2sc3ncn(CC(=O)Nc4ccc(C(C)C)cc4)c(=O)c3c2C)cc(OC)c1OC	3.0	11.8	2.3	0.0
44	CCOc1cc(C2C(C(=O)OCCc3ccccc3)=C(C)NC3=C2C(=O)CC(c2ccc(OC)cc2)C3)ccc1OC(C)=O (stereo not given)	-8.1	6.3	1.9	0.4
45	C/C(CC(=O)NCc1ccco1)=N\NC(=O)C(C)C	17.2	-18.6	1.1	0.5
46	CC(=O)NCCC(=O)N1CCc2c([nH]c3ccccc23)C1c1cccc(C)c1 (stereo not given)	-0.4	4.1	-0.2	0.1
47	COc1cc(NC(=O)CC(C)(C)C)c(OC)cc1Cl	16.2	5.1	0.0	0.1
48	Cc1ccc(S(=O)(=O)c2cnc(-c3ccccn3)nc2-c2ccccn2)cc1	19.2	1.7	-1.3	-0.4
49	COc1ccc(C(=O)C(c2ccccc2)N2CCOCC2)cc1 (stereo not given)	4.3	0.9	0.8	-0.1
50	O=C(COC(=O)CNc1ccc(C(F)(F)F)cc1[N+](=O)[O-])NNC(=O)c1cccs1	16.2	-5.2	0.9	0.0
51	COc1cc(OC)c(N(C)C(=O)CCc2nc(-c3ccc(C)cc3)no2)cc1Cl	-3.1	1.8	0.1	0.2
52	O=C(CSc1nc2ccccc2n1CC(=O)N1CCCC1)Nc1ccccc1	-5.8	1.0	-0.7	0.0
53	CCOC(=O)N1CCN(C(=S)NC(=O)c2cccc(OC)c2)CC1	-14.2	-5.1	1.8	0.0
54	NC(C(=O)N1CCC(Nc2ccc3[nH]c(=O)ccc3c2)CC1)c1ccc(Cl)cc1 (stereo not given)	9.0	-1.8	2.2	-0.3
55	Cc1cc(N2CCCC(C(=O)Nc3ccc(F)cc3F)C2)n2ncnc2n1 (stereo not given)	-1.9	-5.6	-0.4	-0.1
56	CCC1C(=O)NCCN1Cc1nc(N2CCC(OC)CC2)c2cc(Cl)ccc2n1 (stereo not given)	13.1	-18.4	0.1	0.1
57	CCOC(=O)c1sc(N=N/C(C(=O)Nc2ccccc2)=C(/C)O)c(C(=O)OCC)c1C	-4.7	4.9	0.7	0.0
58	COc1ccc(C(=O)N/C(=C\c2ccc(F)cc2)C(=O)Nc2ccc(C)c(Cl)c2)cc1	0.3	1.8	-0.2	0.0
59	CC(=O)c1ccc(N2CCN(S(=O)(=O)c3c[nH]c4ccc([N+](=O)[O-])cc34)CC2)cc1	-0.5	18.5	0.6	0.1
60	O=C(NCc1ccc2c(c1)OCO2)c1ccc(C#CC2(O)CCCCC2)cc1	-3.4	-11.0	0.1	-0.1

# Entries of single compounds from above. Order of screens: MITF primary | TEAD-YAP inh | GPR151 ag | FBW7 activator
# Cc1ccc(S(=O)(=O)c2cnc(-c3ccccn3)nc2-c2ccccn2)cc1 as listed: 19.2 | 1.7 | -1.3 | -0.4
# CCC1C(=O)NCCN1Cc1nc(N2CCC(OC)CC2)c2cc(Cl)ccc2n1 (stereo not given) as listed: 13.1 | -18.4 | 0.1 | 0.1
# CC1CN(CCC(=O)Nc2cccc(Cl)c2)CC(C)O1 (stereo not given) as listed: -4.7 | 9.7 | 3.8 | -0.1

# (continued)
nr	structure	MITF primary	TEAD-YAP inh	GPR151 ag	FBW7 activator
61	Cc1ccc(C)c2sc(NC(=O)c3ccc([N+](=O)[O-])o3)nc12	1.1	18.2	4.8	0.0
62	CCCN1C(=O)/C(=C2\SC(N)=NC2=O)c2ccccc21	-8.1	-12.2	-1.0	-0.1
63	Cn1c(-c2ccc(Br)cc2)cnc1N	16.5	-2.9	-0.2	-0.2
64	COCCCNC(=O)Cn1cc(/C=C(\C#N)C(=O)NC2CC2)c2ccccc21	-4.0	-2.0	-0.3	-0.2
65	Cc1c(Cl)cccc1NC(=O)c1cc(S(=O)(=O)NCc2ccco2)ccc1F	14.8	3.3	-7.5	2.0*
66	CCCCC(C(=O)O)N1C(=O)/C(=C\c2ccco2)SC1=S (stereo not given)	27.6	-2.1	-0.2	-0.1
67	COc1ccc2oc(-c3csc(NC(=O)c4ccccc4Cl)n3)cc2c1	0.5	7.2	-0.5	-0.1
68	CCOC(=O)C1CCN(S(=O)(=O)c2cc(C(=O)OC)n(C)c2)CC1	-3.4	3.5	1.1	0.1
69	O=C(COC(=O)CNC(=O)c1ccco1)Nc1ccc2[nH]c(=O)[nH]c2c1	3.5	13.0	2.4	-0.2
70	COc1ccc(CCNC(=O)COc2cccc(Cl)c2)cc1OC	1.7	-2.7	0.2	0.0
71	COc1cccc(CNc2c(C)n(C)n(-c3ccccc3)c2=O)c1O	9.1	4.6	-0.9	0.0
72	CCOc1ccc(C=C2C(=O)OC3(CCCCC3)OC2=O)cc1OC	7.3	0.0	-0.3	0.2
73	COc1ccc(NC(=O)C(=O)N/N=C/c2ccccc2F)cc1	-0.9	2.3	0.6	-0.2
74	C(=N\NC(=Nc1ccccc1)c1ccccn1)/c1ccccn1	3.0	-19.9	-0.5	-1.2
75	Cc1ccc(CCNC(=O)CCCn2c(=O)[nH]c3cc(Cl)ccc3c2=O)cc1	-5.8	3.7	1.0	0.1
76	CC(=O)NC(NC(C)=O)NC(C)=O	1.4	9.7	1.0	0.0
77	Cc1cncc2cccc(N3CCN(C(=O)C(N)c4ccc(Cl)cc4)CC3)c12 (stereo not given)	4.6	-1.1	-0.9	-0.1
78	Cn1c(=O)c2c(nc(NCCCCO)n2Cc2ccccc2Cl)n(C)c1=O	-5.2	9.6	3.7	0.0
79	Cc1ccc(S(=O)(=O)c2c(O)cc(C)c(NS(=O)(=O)c3ccc(Cl)cc3)c2C)cc1	0.4	1.7	0.4	0.0
80	Cc1cc(C(=O)CN2CCN(C)CC2)c(C)n1-c1ccc(Br)cc1	88.0*	7.8	-1.2	0.5
81	CCOC(=O)C1=C(N)OC2=C(C(=O)CC(C)(C)C2)C1c1cccc(OC)c1 (stereo not given)	-2.6	5.7	0.2	0.0
82	CCCNC(=O)C1C2C=CC3(CN(Cc4cccs4)C(=O)C13)O2 (stereo not given)	3.7	9.2	2.6	0.2
83	O=C(COC(=O)c1ccccn1)Nc1ccc(F)cc1	11.4	3.4	0.9	-0.3
84	Cc1ccc(NC(=O)COC(=O)Cn2nc(-c3ccc(F)cc3)oc2=O)cc1C	1.5	-2.0	-0.5	-0.1
85	CC(C)C(=O)NNS(=O)(=O)c1ccccc1	-1.3	2.1	0.2	-0.1
86	Cc1ccc(S(=O)(=O)N(C)CC(O)COc2c(C)cc(C)cc2C)cc1 (stereo not given)	28.5	7.0	-0.1	0.2
87	Nc1nc(SCC(=O)N2CCc3ccccc32)[nH]c(=O)c1NC(=O)c1ccco1	11.4	5.2	1.0	-0.1
88	COCCCNC(=S)N(Cc1ccccc1)Cc1nc2ccccc2c(=O)[nH]1	3.1	-2.8	-1.9	0.8
89	Cc1ccc(C(=O)NN=C2CC(C)(C)NC(C)(C)C2)cc1	-3.6	-19.1	1.1	-0.1
90	CC(=O)c1ccc(NC(=O)NCCc2c[nH]c3ccccc23)cc1	2.4	-21.2	2.3	0.0

# Some of the entries above in a different format.
# Sequence of screens: MITF primary	TEAD-YAP inh	GPR151 ag	FBW7 activator
28	CCCCOc1cccc(OCCNCCN2CCOCC2)c1
  34.6	-3.5	-0.9	-0.2
29	Cc1ccnc(NS(=O)(=O)c2ccc(NC(=O)/C=C/c3ccccc3[N+](=O)[O-])cc2)n1
  -2.0	0.6	-0.6	-0.4

# Next section.
nr	structure	MITF primary	TEAD-YAP inh	GPR151 ag	FBW7 activator
91	O=C(C1=C(O)C(=O)N(Cc2cccnc2)C1c1cccc(Br)c1)c1ccco1 (stereo not given)	0.1	8.2	-0.3	-0.1
92	COc1ccc(N(CC(=O)NCCOc2ccccc2)S(=O)(=O)c2ccccc2)c(OC)c1	-0.2	0.9	1.2	-0.2
93	Cc1nc2scc(-c3ccco3)c2c(=O)n1N	6.0	5.2	2.5	0.0
94	O=C(O)CCCC(=O)N1CCC2(CC1)OCc1cc(F)ccc1O2	17.3	-0.5	1.7	0.2
95	CC(C)(C)NC(=O)C(c1cccnc1)N(C(=O)c1csnn1)c1ccccc1F (stereo not given)	2.0	5.1	-0.6	-0.1
